KDM5B inhibitor: Primary screen for KDM5B Histone Demethylases FDH-coupled qHTS. KDM5B demethylase, FDH-coupled NADH fluorescence (FDH is formaldehyde dehydrogenase). Potency, µM (series often up to 57.7 µM), without a hit: at the highest dose activity change, negative = inhibition, actives largely listed as inhibitors. actives 2.6% (n = 220,000); active = well fitted inhibition curve with a large enough effect; inconclusive = small, poorly fitted or top-dose-only effect; inactive = no such curve, though single readings can be large or run the other way; note: 0% is about no effect; nearly all actives have a fitted effect of over 70% in size
Target sequence (Q9UGL1 whole entry, looked up): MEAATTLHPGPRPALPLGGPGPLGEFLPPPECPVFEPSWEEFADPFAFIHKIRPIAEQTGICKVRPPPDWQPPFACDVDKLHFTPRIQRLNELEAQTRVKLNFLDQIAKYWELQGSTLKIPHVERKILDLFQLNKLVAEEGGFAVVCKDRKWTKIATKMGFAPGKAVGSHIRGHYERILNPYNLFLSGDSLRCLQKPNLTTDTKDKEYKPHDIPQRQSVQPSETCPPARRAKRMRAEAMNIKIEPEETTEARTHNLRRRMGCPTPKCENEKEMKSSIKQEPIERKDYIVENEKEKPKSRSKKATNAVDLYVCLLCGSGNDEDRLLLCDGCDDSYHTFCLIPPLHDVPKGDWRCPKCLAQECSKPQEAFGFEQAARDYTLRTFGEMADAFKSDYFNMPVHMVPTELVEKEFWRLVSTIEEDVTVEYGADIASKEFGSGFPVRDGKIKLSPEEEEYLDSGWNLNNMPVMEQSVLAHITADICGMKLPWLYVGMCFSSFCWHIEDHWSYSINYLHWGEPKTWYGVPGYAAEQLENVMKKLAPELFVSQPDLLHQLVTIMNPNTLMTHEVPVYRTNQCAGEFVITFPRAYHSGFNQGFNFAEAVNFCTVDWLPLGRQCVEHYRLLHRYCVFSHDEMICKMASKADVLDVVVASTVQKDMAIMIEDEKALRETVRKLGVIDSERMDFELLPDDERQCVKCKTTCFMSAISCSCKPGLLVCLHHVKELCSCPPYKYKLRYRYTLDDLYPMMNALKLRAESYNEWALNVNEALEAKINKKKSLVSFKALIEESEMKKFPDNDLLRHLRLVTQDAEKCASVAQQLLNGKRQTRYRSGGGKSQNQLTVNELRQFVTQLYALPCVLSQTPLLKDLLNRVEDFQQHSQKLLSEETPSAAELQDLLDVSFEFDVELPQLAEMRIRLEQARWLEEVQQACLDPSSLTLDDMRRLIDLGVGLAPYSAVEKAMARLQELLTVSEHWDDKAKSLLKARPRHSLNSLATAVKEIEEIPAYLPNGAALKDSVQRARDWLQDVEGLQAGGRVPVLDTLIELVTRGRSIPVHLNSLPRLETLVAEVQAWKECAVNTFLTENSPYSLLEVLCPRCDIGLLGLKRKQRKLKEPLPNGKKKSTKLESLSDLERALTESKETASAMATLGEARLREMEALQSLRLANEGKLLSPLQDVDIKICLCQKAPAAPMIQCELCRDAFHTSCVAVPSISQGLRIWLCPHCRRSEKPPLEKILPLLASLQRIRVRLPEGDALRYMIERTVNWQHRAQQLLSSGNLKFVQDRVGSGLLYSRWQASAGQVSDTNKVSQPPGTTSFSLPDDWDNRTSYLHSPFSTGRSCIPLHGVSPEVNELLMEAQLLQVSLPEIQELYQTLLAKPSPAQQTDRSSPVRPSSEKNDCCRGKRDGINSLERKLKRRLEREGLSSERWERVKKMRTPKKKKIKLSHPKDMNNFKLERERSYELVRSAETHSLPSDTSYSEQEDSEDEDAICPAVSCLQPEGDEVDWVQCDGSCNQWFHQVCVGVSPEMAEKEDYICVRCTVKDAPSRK
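Measured: NADH fluorescence change, 30 min, RT. System: KDM5BΔAP 200 nM final, H3K4me3 peptide, α-KG, Fe(II), ascorbate, NAD⁺ plus FDH, pH 7.5 HEPES. Compounds: titrated, 10 min pre-incubation with enzyme.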
Active calls of the source: *; i = inactive; ? = inconclusive; [ ] = another dose, or the depositor's remark. Potency is the fitted concentration of half-maximal effect. Only part of the results is shown; count on the stated rates, not on these rows.

SMILES	KDM5B inhibitor
Cn1ncc(CN2CC[C@@H]3[C@@H](CCC(=O)N3CCCN)C2)c1C1CC1	-25%
CCN1CCC(NC(=O)Cc2cn(C)c3ccccc23)CC1	24%
CCC(CC)C(CNC(=O)c1ccccc1Br)N1CCOCC1 (centres undefined)	16%
COc1cc(OC)cc(C(=O)N2CCCC(n3cc(-c4noc(C)n4)nn3)C2)c1 (centres undefined)	15%
Nc1nnc(SCC(=O)Nc2ccc(Cl)cc2)s1	-13%
C=CCNc1nc(C(=O)OC(C)C(=O)Nc2ccc(N3CCOCC3)cc2)cs1 (centres undefined)	-5%
NS(=O)(=O)c1ccc(N/N=C/c2cccc3ccccc23)c([N+](=O)[O-])c1	-5%
COc1ccc(-c2cc(C(=O)NCC(C)C)c3c(C)nn(-c4ccccc4)c3n2)cc1	?
CCOc1cc2sc(N3CCC(C(=O)Nc4ccccc4Cl)CC3)nc2cc1Br	-1%
CCOC(=O)C1CCCN(c2ccc(C#N)cn2)C1 (centres undefined)	7%
O=S(=O)(c1ccc2nc(N3CCN(c4ccccc4F)CC3)ccc2c1)N1CCCC1	-10%
CCC(=O)N1CCc2cc(S(=O)(=O)NCCC(=O)Nc3cc(C)ccc3OC)ccc21	?
COc1cccc(CC(=O)N2C[C@@H](F)C[C@H]2C(=O)N2CCOCC2)c1	-8%
Cc1c(C(=O)Nc2nc(-c3ccc(F)cc3)ns2)oc2ccc(Cl)cc12	-3%
Cc1ccc(OCC(=O)Nc2ccc(CN3CCOCC3)cc2)cc1C	12%
CC(=O)N1C[C@@H]2CCCN3CCC[C@@H]([C@H]23)[C@H]1CCCC(=O)NCc1ccccc1	?
CN(Cc1ccc(F)cc1)Cc1cccnc1	-1%[115 µM]
CCCN1C(=O)Cc2cc(C(=O)NCc3ccc(F)cc3F)ccc21	-11%
CC1=C(C(=O)OC(C)(C)C)C(c2ccccc2)N2C(CC(=O)N3CCCC3)=CSC2=N1 (centres undefined)	-18%
O=C(c1ccc2c(c1)CCN2S(=O)(=O)c1ccc(Cl)cc1)N1CCN(c2ccccc2)CC1	-22%
Cc1nc(NC(=O)c2c(F)cccc2Cl)sc1C	3%
CCN1CCCN(C(=O)c2ccoc2)CC12CCOCC2	29%
CCN(CC)C(=O)Oc1ccc(Br)cc1C(=O)Nc1ccc(F)c(Cl)c1	0%
CCc1noc(-c2ccn3c(CNC(=O)c4ccccc4Cl)nnc3c2)n1	i
O=C(C1CCCO1)N1CCOc2ccc(CN3CCc4ccccc4C3)cc2C1 (centres undefined)	-13%
Further records follow:
SMILES	KDM5B inhibitor
COc1ccc(-c2cc(C)no2)cc1S(=O)(=O)Nc1cccc(C(F)(F)F)c1	-1%
O=C(CC1COCCN1)N(CCc1c[nH]c2ccccc12)C1CCCCC1 (centres undefined)	-1%
Cc1ccc(Nc2cc(-c3ccccc3)nc(C)n2)cc1	?
O=C1CCN(S(=O)(=O)c2ccccc2)CCCN(C(=O)c2ccc(Cn3cncn3)o2)CCN1	-22%
C=CCn1c(-c2cc(-c3ccccc3)sc2N)n[nH]c1=S	?
N#Cc1cccc(OCC(=O)c2ccc3c(c2)CCC3)c1	7%
COCCN1Cc2cccc(C(=O)Nc3ccc(Cl)cc3Cl)c2C1=O	?
Nc1nc(C2CC(N)C2)cc(N2CCC(C(=O)NCc3ccccn3)CC2)n1 (centres undefined)	?
O=S1(=O)CCN2C(c3cc(F)ccc3F)=CSC2=N1	16%
Cc1ccc(/C=C(\C#N)c2nc(-c3ccc(-c4ccccc4)cc3)cs2)cc1	-20%
COc1ccc(NC(=O)Cn2ccn3nc4c(c3c2=O)CC(C)CC4)cc1OC (centres undefined)	-28%
COc1ccc(Cl)cc1NC(=O)Cn1c(-c2ccccc2)nc(C)c(CCO)c1=O	16%
Cc1ccc(-c2csc(-c3ccc(O)cc3)n2)cc1	?
Cn1c(Cl)c(C=O)c2cc(C=O)ccc21	?
COC(=O)c1ccc2nc(C[C@@H]3C[C@@H](C(C)C)[C@H](CNS(=O)(=O)c4ccccc4)C=C3C)[nH]c2c1	?
CCc1nc2nc(C)cc(Nc3cccc(C)c3C)n2n1	-14%
COC(=O)c1scc(-c2ccccc2)c1S(=O)(=O)Nc1ccccc1	-12%
COC(=O)c1ccc(COC(=O)COc2ccc(OCc3ccccc3)cc2)o1	2%
COCCn1c(C)c(C)c(S(=O)(=O)c2ccccc2)c1N	?
CCSc1sc(CC)cc1C(C)=O	14%
Cc1cccnc1NC(=O)c1cc(-c2cccnc2)nc2ccccc12	-10%
CCN(CC)C(=O)N1CCCCCCNC(=O)[C@@H]2CCC[C@@H]21	-14%
Cc1cccc(N2CCN(C(=O)c3noc(-c4ccc[nH]c4=O)n3)CC2)c1C	28µM*
O=C(c1ccc2[nH]ccc2c1)N1CC(CO)C2(CCNCC2)C1 (centres undefined)	?
COCCOc1ccc2c(n1)CCN(C(=O)c1cnccn1)C2	-34%

Arranged by number of heavy atoms (rising): part of the list above
SMILES	KDM5B inhibitor
CCc1nc2nc(C)cc(Nc3cccc(C)c3C)n2n1	-14%
CCN(CC)C(=O)N1CCCCCCNC(=O)[C@@H]2CCC[C@@H]21	-14%
Nc1nc(C2CC(N)C2)cc(N2CCC(C(=O)NCc3ccccn3)CC2)n1 (centres undefined)	?

A second format for four compounds above.
| SMILES | KDM5B inhibitor |
| --- | --- |
| O=C(c1ccc2c(c1)CCN2S(=O)(=O)c1ccc(Cl)cc1)N1CCN(c2ccccc2)CC1 | -22% |
| Cc1nc(NC(=O)c2c(F)cccc2Cl)sc1C | 3% |
| CCN1CCCN(C(=O)c2ccoc2)CC12CCOCC2 | 29% |
| CCN(CC)C(=O)Oc1ccc(Br)cc1C(=O)Nc1ccc(F)c(Cl)c1 | 0% |

Further compounds follow.
SMILES	KDM5B inhibitor
COc1cccc(S(=O)(=O)N2CCC(C(=O)N3CCCCCCNC(=O)CC3)CC2)c1	23%
COC(=O)CNC(=O)Nc1cc(C(=O)NCc2ccc(C(C)C)cc2)ccc1N1CCCC1	-23%
CN1C[C@@H](F)[C@@H](OCc2nc3ccc(F)cc3[nH]2)C1	-25%[115 µM]
O=C(CN1C(=O)NC2(CCOCC2)C1=O)NC1CCCC1	1%
CCCNc1cc(N2CCC(CCC(=O)NCC3CC3)CC2)ncn1	-27%
CC(C)n1c(CN2CCC3(CCCN(C)C3=O)C2)nc2ccccc21 (centres undefined)	-27%
COc1ccc(NC(=O)[C@@H]2C[C@@H](c3ccc(F)cc3)N([S+](=O)([O-])c3ccccc3)C2)cn1	2%
CC(C)NC(=O)NCCn1c(-c2ccccc2)nc2ccccc21	-11%
Cc1ccc(C(=O)NC2CCCN(c3cc(-c4ccccc4)[nH]n3)C2)cc1F (centres undefined)	-18%
CCCN1CCCC2(CCN(C(=O)c3conc3-c3ccccc3)C2)C1=O (centres undefined)	16%
COc1ccc(OC)c(Nc2nc(-c3ccccc3O)nc3ccccc23)c1	4%
CC(=O)N1CCc2cc(NC(C)C(=O)Nc3ccc(OC(F)F)cc3)ccc21 (centres undefined)	-22%
COc1cccc(N2CCN(C3C(=O)c4ccccc4N3C(C)=O)CC2)c1 (centres undefined)	-27%
CN1CCN([C@H]2CCN(Cc3ccc(C#CCO)cc3)C[C@H]2CCC(=O)O)CC1	-17%
CC(C)CNCc1ccc(-c2ccccc2Cl)o1	8%
CN1C(=O)CC[C@]2(C(=O)NCc3ccco3)CCCC[C@@H]12	-4%
O=C(N[C@@H]1CCN(C(=O)Cc2noc3ccccc23)C[C@H]1O)c1cccnc1	1%
CCSc1nc2ccccc2c(OCc2ccccc2Cl)c1C(=O)OC	-13%
O=C1/C(=C/c2ccccc2Br)Cc2ccccc21	?
CCc1sc(C(=O)OCC(=O)c2ccc(OC)cc2OC)cc1C	12%
CC1(C)CC(NC(=S)NC2CC3CCC2C3)CC(C)(C)N1 (centres undefined)	-14%
O=C(CN1c2ccc(Br)cc2-c2ccccc2S1(=O)=O)N1CCCCC1	-1%
Cc1cc(Cl)ccc1NC(=O)Cn1nc(C)c2ccccc2c1=O	13%
CN(Cc1ccc(Cl)cc1Cl)S(=O)(=O)c1cccc2nsnc12	7%
Cc1ccc(C(=O)NC2CC(C)(C)Cc3nc(N4CCOCC4)ncc32)cn1 (centres undefined)	?

KDM5B inhibitor, what is marked active above
SMILES	KDM5B inhibitor
Cc1cccc(N2CCN(C(=O)c3noc(-c4ccc[nH]c4=O)n3)CC2)c1C	28µM*

Following part.
SMILES	KDM5B inhibitor
Cc1cc(Nc2cccc(Cl)c2)nc2ccc(NC(=O)c3cccc(N(C)C)c3)cc12	?
COc1ccc(-c2nc3n(n2)C(c2ccccc2)C(C(=O)Nc2cccnc2)=C(C)N3)cc1 (centres undefined)	-4%
CCNC(=O)[C@@H]1C[C@H](NC(=O)c2ncoc2C)CN1CCCn1cnnn1	?
C/C(CC1CC(C)(C)OC1=O)=N\NC(N)=S (centres undefined)	-16%
O=C(CSc1nnc(C2COc3ccccc3O2)o1)N1CCN(c2ccccc2)CC1 (centres undefined)	-15%
CCN1c2cc(C(=O)Nc3cc(C)cc(C)c3)ccc2C(=O)N2CCCCC21 (centres undefined)	?
COC(=O)c1ccc(C2NC(=O)c3c(sc(C)c3C)N2)cc1 (centres undefined)	?
COC1C(=O)N(c2cccc(F)c2)C12CCN(S(=O)(=O)c1ccc(C#N)cc1)CC2 (centres undefined)	-11%
COCC1CN(C(C)=O)CC12CCN(Cc1ccccc1OC(C)C)CC2 (centres undefined)	?
OC1COc2ccccc2OCCOCCOc2ccccc2OC1	17%
COC[C@@H]1CNC[C@H]1c1nc(C)no1	89%[activator]
CC(=O)Nc1ccc(NC(=O)c2ccc(N(C)C)cc2)cc1	-4%
CCN(CC)S(=O)(=O)c1nnc(NC(=O)COc2ccc(Cl)cc2)s1	-12%
COCCCNC(=O)c1cc(C)nn1-c1ccccc1	26%
Cc1ccc(CNC(=O)CN2C(=O)CSc3ccc(S(=O)(=O)N(C)C)cc32)cc1	-30%
CCN(CC)S(=O)(=O)c1cc(N2C(=O)CCS2(=O)=O)ccc1OC	16%
N#Cc1ncn(Cc2nnc(-c3ccccc3)o2)n1	13%
CCCNC(=O)CSc1ncc(-c2ccccc2)o1	7%
O=C(COc1ccc(S(=O)(=O)NC2CCCCC2)cc1)Nc1ccc(C(F)(F)F)cc1	-12%
CCCC(=O)N1CCCN(C(C)C(=O)Nc2ccccc2Cl)CC1 (centres undefined)	-11%
O=C(CSc1nnc2scc(-c3ccc(Cl)cc3)n12)Nc1cccc(C(F)(F)F)c1	-3%
Cc1cccc(OCC(O)CN2CCCN(c3ccc(C(F)(F)F)cn3)CC2)c1 (centres undefined)	-16%
COc1ccc(OC)c(CCNC(=O)CN2C(=O)COc3ccc(S(=O)(=O)N4CCCCCC4)cc32)c1	-8%
O=C1CO[C@H]2CN(Cc3ccccc3F)C[C@H]2N1c1ccccc1	-21%[86.2 µM]
O=C(O)c1cc(S(=O)(=O)Nc2ccc(Cl)c3cccnc23)ccc1Cl	?
The results go on:
SMILES	KDM5B inhibitor
O=C(CN(CC1CCOC1)C1CC1)NC1CC1 (centres undefined)	21%
Cc1ccc(NC(=O)N2CC3CC(C2)[C@H]2CCCC(=O)N2C3)cc1F (some centres undefined)	0%
COc1ccccc1NC(=O)C(=O)c1c[nH]c2ccccc12	4%
O=C(c1n[nH]c2ccccc12)N1CC(Oc2ccccc2-c2nc(C3CC3)no2)C1	?
CC(CCc1ccccc1)NC(=O)N1CCN(S(=O)(=O)c2ccccc2C#N)CC1 (centres undefined)	-5%
COCc1ccc(C(=O)NCC(C)c2ccccc2)cc1 (centres undefined)	5%
N#CCCNC(=O)COC(=O)c1ccccc1-c1ncc(-c2ccc(F)cc2)o1	?
Cc1nn(C(C)C(=O)Nc2ccc(C(C)C)cc2)c(=O)c2c1sc1ccccc12 (centres undefined)	-22%
COc1ccc(CN(C)C2CCCN(CCc3ccccc3)C2)cc1F (centres undefined)	-12%
COc1ccc(-c2nn(-c3ccccc3C)cc2CN2CCCC2c2nonc2C)cc1F (centres undefined)	?
Cc1cc(C)n(CC(=O)NNC(=O)C2CC(=O)N(Cc3ccccc3Cl)C2)n1 (centres undefined)	-1%
Cc1c(C(=O)O)oc2c1-c1nn(Cc3ccccc3Cl)cc1CC2	?
O=C(NCc1ccc(CN2CCCCC2)cc1)c1cc2ccccc2oc1=O	97%[activator]
Cc1nn(C(C)(C)C)c(NC(=O)c2ccc(Cl)cc2Cl)c1Br	23%
COc1ccc(S(=O)(=O)N2c3ccccc3NC(=O)CC2C)cc1 (centres undefined)	28%
Fc1ccc(NC(=S)NC2CC2)cc1Cl	13%
COc1ccc(C(=O)c2sc(NCc3ccccc3)nc2N)cc1	-19%
C[C@@H]1CNC[C@H]1c1nc(-c2ccncc2)no1	-28%
COc1ccccc1CN1CCN(C2CCN(C(=O)Nc3ccccc3)CC2)C(=O)C1=O	5%
COc1ncc(-c2cc(C(=O)NCc3c(C)cc(C)[nH]c3=O)c3c(c2)N(C(C)C)CCO3)cn1	0%

Part of the list above, field by field.
Cc1c(C(=O)O)oc2c1-c1nn(Cc3ccccc3Cl)cc1CC2
- KDM5B inhibitor = ?

COc1ccc(S(=O)(=O)N2c3ccccc3NC(=O)CC2C)cc1 (centres undefined)
- KDM5B inhibitor = 28%

Cc1nn(C(C)(C)C)c(NC(=O)c2ccc(Cl)cc2Cl)c1Br
- KDM5B inhibitor = 23%

Cc1ccc(NC(=O)N2CC3CC(C2)[C@H]2CCCC(=O)N2C3)cc1F (some centres undefined)
- KDM5B inhibitor = 0%

Source: PubChem (National Center for Advancing Translational Sciences (NCATS))
